# Assay outcomes (PubChem BioAssay)
# A549 tox – Nrf2 qHTS screen for inhibitors: counterscreen for cytotoxicity; AID 504648, 2011; Potency, µM (highest dose often 46 µM), for inactives: at the highest dose activity change, negative = cytotoxicity, hits mostly inhibitors; hit rate 0.16% among 390,000; A549 ARE-Fluc cells, CellTiter-Fluor viability, 18-24 h; note: potency is the fitted concentration of half-maximal effect; % is set by controls: 0 for no effect and ±100 for the full control effect
#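 Cytotoxicity counterscreen: CellTiter-Fluor fluorescence was measured in A549 ARE_Fluc cells after 18-24 h of compound exposure in a concentration series. The subsequent BugLite luminescent read reports ARE-luciferase activity.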
# Nrf2 activator – qHTS of Nrf2 Activators; AREc32 ARE-luciferase reporter (MCF7-derived line), luminescence, 24 h; Potency, µM (titrated, usually from 46.1 µM), inactives show at the top dose activation, actives largely listed as activators; hit rate 0.31% among 410,000; AID 624171, 2012; note: potency is the fitted concentration of half-maximal effect; % of control where 0% means no effect; nearly all actives have a fitted effect of over 65% in size
#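 Nrf2 activation is followed as ARE-luciferase induction in the AREc32 line after one day of compound treatment; luminescence is read with Steady-Glo.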
# MCF10A rerep – A quantitative high throughput screen for small molecules that induce DNA re-replication in MCF 10a normal breast cells; Potency, µM (doses to about 46.1 µM), for the others: at the highest dose activity, positive = re-replication, actives largely listed as activators; MCF 10A DNA re-replication, Hoechst nuclear intensity, 48 h; hit rate 2.9% among 350,000; note: potency is the fitted concentration of half-maximal effect; % of control where 0% means no effect; nearly all actives have a fitted effect of over 50% in size
# ATXN2 expr inh – Primary qHTS for Inhibitors of ATXN expression. HEK-293 ATXN2-luciferase reporter, luminescence, 24 h. Potency, µM (titrated, usually from 57 µM), for the others: top-dose activity change, negative = inhibition, usual class: inhibitors. hit rate 0.72% among 360,000; note: potency is the fitted concentration of half-maximal effect; % is set by controls: 0 for no effect and ±100 for the full control effect; nearly all actives have a fitted effect of over 55% in size
#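 ATXN2-luciferase reporter cells (luciferase flanked by upstream and downstream ATXN2 gene portions) were treated 24 h at 37 °C with compounds at up to 57 uM. SteadyGlo luminescence gave expression; GF-AFC fluorescence gave viability.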
# IL-1B inflam inh – qHTS for Inhibitors of Inflammasome Signaling: IL-1-beta AlphaLISA Primary Screen; THP-1 LPS/ATP IL-1B secretion, AlphaLISA, 16 h; active compounds read low; activity change, % at 57.5 µM; hit rate 4.7% among 360,000; in the data active = activity change below about -50%; inconclusive = mostly about -30% to -49%; note: % is set by controls: 0 for no effect and ±100 for the full control effect
#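 Secreted IL-1B measured by AlphaLISA bead assay after 16 h compound exposure of THP-1 cells; compounds (final up to 57.5 uM) added 1 h before LPS (250 ng/mL) and ATP (1.25 mM) stimulation; lower signal means less secretion.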
# TGFb SMAD3 inh – qHTS for Inhibitors of TGF-b; HepG2 CAGA-GFP TGF-b/SMAD3 reporter, GFP fluorescence, 18 h; TGF-beta stimulated, 500 pg/mL final; Potency, µM (titrated, usually from 46.1 µM), inactives show top-dose activity, negative = inhibition, hits mostly inhibitors; hit rate 1.2% among 410,000; note: potency is the fitted concentration of half-maximal effect; % is set by controls: 0 for no effect and ±100 for the full control effect; nearly all actives have a fitted effect of over 65% in size
#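 Read-out: total well GFP (ex488/em500-530) summed from mean per-cell fluorescence. Cells: HEPG2 CAGA-GFP, 1% FBS DMEM, 18 h at 37 degrees C with 500 pg/mL final TGF-beta. Unstimulated wells served as the full-inhibition control; stimulated DMSO wells = 0%.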
# Nrf2 block – Nrf2 qHTS screen for inhibitors | Potency, µM (titrated, usually from 46 µM), for the others: at the highest dose activity change, negative = inhibition, most hits filed as inhibitors | hit rate 2.1% among 360,000 | A549 ARE-Fluc reporter, luciferase luminescence, 18-24 h | AID 504444, 2011; note: potency is the fitted concentration of half-maximal effect; % is set by controls: 0 for no effect and ±100 for the full control effect; nearly all actives have a fitted effect of over 60% in size
#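 Concentration-response testing used A549 ARE_Fluc cells at 5000 cells/well. Following an 18-24 h compound incubation, viability was read by fluorescence (Ex 405/Em 525) and luciferase output by luminescence.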
# ATXN viability – Viability Counterscreen for Primary qHTS for Inhibitors of ATXN expression; S2 cells (HEK-293 line with an ATXN2-luciferase reporter) viability, CellTiter-Fluor protease fluorescence, 24 h; Potency, µM (highest dose often 56.7 µM), most hits filed as cytotoxic; hit rate 0.49% among 400,000; AID 651635, 2014; note: potency is the fitted concentration of half-maximal effect; nearly all actives have a fitted effect of over 40% in size
# HepG2 viability – qHTS for Inhibitors of TGF-b: Cytotox Counterscreen | hit rate 0.76% among 410,000 | HepG2 CAGA-GFP viability, ATP luminescence, 18 h | Potency, µM (titrated, usually from 46.1 µM), for inactives: top-dose activity change, negative = cytotoxicity, usual class: cytotoxic | AID 588856, 2011; note: potency is the fitted concentration of half-maximal effect; some results filed as inactive show a strong effect at the top dose
#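 HepG2 CAGA-GFP cells (1000/well, DMEM with 1% FBS) received compound, then TGF-beta at 500 pg/mL final, and were incubated 18 hours at 37 degrees C. Viability was read by CellTiter-Glo luminescence. Media-only wells were set as complete cell-killing and DMSO as no toxicity.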
# Numbers without * were called inactive; i = inactive; ? = inconclusive; . = no result given; & = joins results of further samples; [ ] = another dose, or the depositor's remark. Unless noted, calls come from the whole dose curve; as a rule, active = well fitted curve in the direction sought with a large enough effect; inconclusive = small, poorly fitted or top-dose-only effect, or another doubt; inactive = no such curve, though single readings can be large; an effect the other way counts as inactive or inconclusive.
No.	canonical_smiles	A549 tox	Nrf2 block	Nrf2 activator	IL-1B inflam inh	HepG2 viability	TGFb SMAD3 inh	MCF10A rerep	ATXN2 expr inh	ATXN viability
1	COc1ccc(CN2C(=O)C(CC(=O)NCCCCc3ccccc3)CC(C(=O)N(C)C)=C2C)cc1 (stereo not given)	.	.	0.1%	-2	-22%	-28%	.	-10%	i
2	Cc1cccc(C(C)(C)C)c1OCCCCN1CCCC1	?	-1%	-0.6%	-21	-43%	0%	10%	-23%	?
3	O=C(C1=C(O)C(=O)N(Cc2ccco2)C1c1ccccc1)c1cccs1 (stereo not given)	-16%	-1%	-0.8%	0	-19%	0%	3%	-5%	i
4	O=C(c1ccccc1F)N1c2ncnn2C2(CCCCC2)[C@@H]2CCCC[C@@H]21	-13%	-21%	0.6%	.	-12%	-4%	.	-25%	i
5	COc1cc(OC)c(N(C)S(=O)(=O)c2cccc(C(=O)Nc3nnc(C4CC4)s3)c2)cc1Cl	-16%	-20%	-0.9%	7	-49%	?	20%	.	i
6	N#CCNC1CC(=O)N(c2ccccc2)C1=O (stereo not given)	4%	0%	-0.1%	14	0%	6%	1%	.	i
7	CC(C)(C)n1nnnc1C(c1ccnc2ccccc12)N1CCN(C/C=C/c2ccccc2)CC1 (stereo not given)	.	.	-0.3%	11	-23%	?	.	-26%	?
8	CCc1nnc(NC(=O)CS(=O)(=O)Cc2ccccc2)s1	-5%	4%	-0.3%	16	-6%	-6%	-34%[inhibitor]	3%	i
9	COc1ccc(S(=O)(=O)N(CCCN2CCOCC2)Cc2ccc(OC)c(OC)c2)cc1	12%	.	-0.8%	-2	-5%	0%	12%	-13%	?
10	Cc1ccccc1NC(=O)CC1SCCNC1=O (stereo not given)	-2%	.	1.4%	-4	1%	6%	-4%	1%	i
11	O=c1c2ccccc2nnn1Cc1ccccc1	-3%	4%	-0.5%	-11	0%	1%	14%	21%	i
12	CCCNC(=O)C(Cc1ccc(F)cc1)NC(=O)c1ccccc1 (stereo not given)	8%	9%	0.1%	4	1%	2%	0%	14%	i
13	COC(=O)C(NNc1ccccc1)(NC(=O)c1ccc(F)cc1)C(F)(F)F (stereo not given)	-1%	-23%	0.4%	-13	-4%	3%	1%	-9%	i
14	Nc1ccc2c(c1)C(=O)N(c1cccc3ccccc13)C2=O	1%	-2%	0.2%	-11	-2%	7%	2%	-6%	i
15	O=C(Cn1cncn1)N/N=C/c1cccnc1	-2%	-14%	-1.2%	21	3%	5%	-6%	0%	i
16	CCCc1c(-c2ccc(F)cc2)ncn1Cc1ccccc1OC	.	.	-1.8%	-5	.	.	.	?	?
17	Cc1ccccc1Cn1nnc2c(=O)[nH]c(C3CCN(C(=O)c4ccc(F)cc4)CC3)nc21	9%	9%	4.1%	.	-26%	-3%	.	13%	i
18	CC(=O)c1sc(NC(=O)c2cc(=O)c3ccccc3o2)nc1C	-19%	?	-0.1%	27	6%	?	0%	.	?
19	Cc1ccc(NS(=O)(=O)c2ccc(Cl)c(C(=O)Nc3cccc(C(=O)O)c3)c2)cc1	13%	19%	0.1%	27	-1%	-4%	8%	-2%	i
20	O=C(Cn1ncc2c3ccccc3n(Cc3ccccc3F)c2c1=O)NCc1ccccc1Cl	3%	3%	-0.2%	.	-4%	-8%	.	8%	i
21	CC1(C)Cc2ccccc2-c2nnc(-c3cccc(O)c3)n21	-2%	.	-0.5%	8	-5%	-20%	?	4%	i
22	CC[N+](C)(CC)CCC(c1ccccc1)C1CCCCC1 (stereo not given)	2%	9%	0.5%[9.22 µM]	-25	-5%	13%	-10%	-7%	i
23	COc1cc(/C=N/NC(=O)CSc2nc3ccccc3n2C)cc(OC)c1OC	13%	10%	5.3%	0	-43%	-1%	7%	9%	i
24	CC(/C=N/NC(=O)c1nnn(-c2nonc2N)c1C(C)C)=C\c1ccccc1	0%	?	13%	-11	-38%	16µM*	23%	.	?
25	COc1cccc(-n2c(=O)c3cc(OC)c(OC)cc3n(CC(=O)Nc3ccccc3)c2=O)c1	0%	5%	0.0%	.	2%	-33%	.	0%	i
26	Cc1ccc(C)c(NC(=O)CS(=O)(=O)c2cn(C)c3ccccc23)c1	-6%	16%	0.2%	13	-1%	-7%	?	3%	i
27	Cn1c(=O)n(CC(=O)OCc2ccccc2)c(=O)c2c1nc1n2CCCN1C1CCCCC1	-20%	?	-0.2%	4	-20%	-11%	9.2µM*	5%	i
28	COc1ccc(C(CCN(Cc2ccc(OC)c(OC)c2)C(=O)CCl)c2ccccc2)cc1 (stereo not given)	-12%	?	?	-101*	11µM*	14µM*	?	?	.
29	CC(/C=C/c1cccs1)=C\C(=O)O	1%	-1%	-0.3%	24	-43%	12%	-2%	-6%	i
30	CCCCn1c(CN2CCN(c3cccc(Cl)c3)CC2)nc2c1c(=O)[nH]c(=O)n2C	-24%	?	3.2%	39	-40%	?	?	?	?
31	O=C(NCCCN1CCOCC1)c1ccc2c(=O)n(Cc3ccccc3)c(=S)[nH]c2c1	1%	?	3.2%	-73*	-1%	5%	6%	-6%	i
32	NC(=O)c1ccc(NCCc2cccs2)cc1	.	.	0.3%	24	-28%	-3%	.	9%	i
33	N/C(=N\S(=O)(=O)c1cccs1)c1ccccc1Cl	1%	24%	-0.5%	11	6%	7%	4%	.	i
34	COc1ccc(CN2CC[C@H]3C=CCc4cccc(c43)C2)cc1	0%	-5%	1.1%	5	-32%	-3%	?	-33%	?
35	Cc1cccc(NC(=O)CNC(=O)COc2cc(F)ccc2[N+](=O)[O-])c1C	0%	-17%	6.1%	4	-6%	-3%	17%	1%	i
36	COCCCN1C(=O)C(CC(=O)NCCN2CCOCC2)CC(C(=O)N2CCCCCC2)=C1C (stereo not given)	.	.	-0.4%	0	.	.	.	-7%	i
37	O=C(N/N=C\c1ccc(CNS(=O)(=O)c2ccc(Cl)cc2)o1)C(=O)Nc1ccc(Oc2ccccc2)cc1	?	16µM*	-0.8%	4	-42%	?	16%	-22%	i
38	CN(CC(=O)NCCC1=CCCCC1)S(=O)(=O)c1ccc2c(c1)CCC(=O)N2	6%	?	3.0%	4	-9%	-7%	-2%	-8%	i
39	O=C(CNC(=O)c1ccc(F)cc1)N/N=C/c1ccc(O)c([N+](=O)[O-])c1	?	-22%	1.4%	49	-5%	3%	-1%	-8%	i
40	O=C1CCCN1CCCNC(=S)Nc1ccccc1	7%	2%	-0.6%	14	3%	2%	-1%	8%	i
41	Cc1ccc(-c2nc3ccccc3nc2-c2ccccc2)cc1	0%	?	0.1%	-12	-29%	-22%	6%	-12%	i
42	CC1(C)CC(=O)c2cnn(-c3nc4ccccc4[nH]3)c2C1	1%	-27%	6.3%	24	-39%	12%	?	7%	i
43	C=CCC1(CC=C)CCCN1C(=O)CC1C(=O)NCCN1Cc1cccc(OC)c1 (stereo not given)	-2%	2%	-0.5%	-3	8%	11%	-3%	-4%	i
44	Cc1cn(S(=O)(=O)c2ccc(Br)cc2)cn1	-5%	7%	-0.3%	3	3%	6%	0%	-2%	?
45	O=S(=O)(NC1CCCCC1N1CCCCC1)c1ccc(Cl)cc1 (stereo not given)	-8%	-19%	-0.6%	0	-27%	?	2%	-18%	?
46	O=C(O)c1ccc(CSc2nnc(-c3ccccc3Br)o2)cc1	-5%	0%	-1.8%	302	-9%	-1%	-3%	5%	i
47	Cc1ccc(NS(=O)(=O)c2ccc3c(c2)CC(=O)N3)cc1C	0%&11%	-24%&5%	-0.5%	9	-10%	-8%	14%	-12%	i
48	COc1cc(OC)cc(C(=O)N[C@H](C(=O)OCC(=O)Nc2ccc(F)c(F)c2F)C(C)C)c1	6%	4%	-0.4%	28	2%	-14%	0%	-17%	i

# Retrieved one by one from above, 2 records:
No.	canonical_smiles	A549 tox	Nrf2 block	Nrf2 activator	IL-1B inflam inh	HepG2 viability	TGFb SMAD3 inh	MCF10A rerep	ATXN2 expr inh	ATXN viability
39	O=C(CNC(=O)c1ccc(F)cc1)N/N=C/c1ccc(O)c([N+](=O)[O-])c1	?	-22%	1.4%	49	-5%	3%	-1%	-8%	i
46	O=C(O)c1ccc(CSc2nnc(-c3ccccc3Br)o2)cc1	-5%	0%	-1.8%	302	-9%	-1%	-3%	5%	i

# Continued.
No.	canonical_smiles	A549 tox	Nrf2 block	Nrf2 activator	IL-1B inflam inh	HepG2 viability	TGFb SMAD3 inh	MCF10A rerep	ATXN2 expr inh	ATXN viability
49	Cc1ccc(C(C)C)c(OCC(=O)Nc2ccc(-c3nc4ncccc4o3)cc2C)c1	1%	3%	-0.5%	.	4%	12%	.	-2%	i
50	Fc1ccc(CNc2nc(-c3ccccc3)cc(C(F)(F)F)n2)cc1	-8%	13%[9.27 µM]	1.4%	.	-36%	-14%	.	-9%	i
51	COc1ccc(NC(=O)c2oc3ccc(S(=O)(=O)N4CCC5(CC4)OCCO5)cc3c2C)cc1	-18%	?	0.4%	-19	-38%	-4%	?	?	i
52	Cc1cccc(NC(=O)CNC(=O)c2sc3ccccc3c2Cl)n1	4%	4%	3.8%	118	-6%	1%	7%	16%	i
53	CC(C)c1nc(N2CCOCC2)c(C#N)c2c1CCC2	-11%	?	-0.8%	32	-6%	-19%	?	4%	i
54	C=CCN1C(=O)CSc2ccc(C(=O)NCc3cccs3)cc21	2%	?	2.8%	19	-10%	-17%	8%	-27%	i
55	O=C(NCCCn1ccnc1)C(=O)NCC1OCCN1S(=O)(=O)c1ccc2c(c1)OCCO2 (stereo not given)	3%	-4%	-1.2%	8	0%	11%	5%	-3%	i
56	Cc1cc2n(n1)C(c1ccccc1)Nc1ccccc1-2 (stereo not given)	-1%	-21%	2.1%	28	-17%	12%	10%	-9%	i
57	CCCc1cc(=O)[nH]c(SCC(=O)N2CCN(c3ccc(F)cc3)CC2)n1	1%	-5%	0.0%	27	-10%	1%	11%	-7%	i
